# GAA glycogen mod: alters human alpha-glucosidase cleavage of glycogen; recombinant GAA, glycogen substrate, Amplex Red glucose oxidase fluorescence; Potency, µM (doses to about 76.4 µM), without a hit: top-dose activity change, negative = inhibition, actives largely listed as inhibitors; P10253; AID 2100; 300,000 tested, 0.38% active;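 note: 0% = full enzyme reaction and -100% = no-enzyme basal signal; the screen sought inhibitors and activators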
#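 Recombinant enzyme (4 nM final) with compounds titrated up to 77 uM and bovine liver glycogen (30 ug) in citrate pH 5.0, 0.01% Tween-20, 37 C 40 min. Released glucose detected by Amplex Red/glucose oxidase (Ex 573/Em 610); AC50 from Hill fits.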
# GoLoco inh red: blocks human Gai1 binding to RGS12 GoLoco peptide, red readout. P63096. AID 880. Potency, µM (top dose mostly 61.6 µM), for inactives: at the highest dose activity, negative = inhibition, usual class: inhibitors. Gai1:RGS12 GoLoco peptide FP, rhodamine, 10 min. 230,000 tested, 0.44% active; active = well fitted inhibition curve with a large enough effect, not every such curve was filed as active; inactive = no such curve, though single readings can be large or run the other way; note: % is set by controls: 0 for no effect and ±100 for the full control effect; nearly all actives have a fitted effect of over 30% in size; many of its hits are not listed in these tables
# Target sequence (P63096 whole entry, looked up): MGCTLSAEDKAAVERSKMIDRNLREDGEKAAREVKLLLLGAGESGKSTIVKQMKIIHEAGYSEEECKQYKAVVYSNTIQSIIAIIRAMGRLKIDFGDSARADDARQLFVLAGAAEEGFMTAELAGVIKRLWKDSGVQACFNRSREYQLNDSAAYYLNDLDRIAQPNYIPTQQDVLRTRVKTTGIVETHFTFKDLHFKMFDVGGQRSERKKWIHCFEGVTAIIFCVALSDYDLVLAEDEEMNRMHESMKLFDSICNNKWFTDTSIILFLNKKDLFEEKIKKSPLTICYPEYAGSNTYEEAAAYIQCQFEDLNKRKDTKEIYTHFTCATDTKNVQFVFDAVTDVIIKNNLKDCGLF
# ALDH1A1 inh: blocks purified human ALDH1A1 activity. P00352. Purified ALDH1A1, NADH fluorescence, propionaldehyde substrate. Potency, µM (doses to about 75.3 µM), for the others: top-dose activity, negative = inhibition, hits mostly inhibitors. 220,000 tested, 7.3% active. AID 1030; active = well fitted inhibition curve with a large enough effect, not every such curve was filed as active; inconclusive = small, poorly fitted or top-dose-only effect, or another doubt; inactive = no such curve, though single readings can be large or run the other way;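 note: plate controls were no enzyme wells and a reference inhibitor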
# SMN2 splice enh: enhancers of SMN2 splice variant expression; Potency, µM (highest dose often 46.1 µM), inactives show at the highest dose activity change, positive = activation, actives largely listed as activators; AID 1458; HEK293 SMN2-luciferase splicing reporter, luminescence, 30-36 h; 210,000 tested, 2.8% active; note: % of control where 0% means no effect; nearly all actives have a fitted effect of over 55% in size
#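 HEK293 cells carry an SMN2 […]–luciferase reporter in which exon 7 inclusion puts luciferase in frame. Cells were plated 10-12 h before compound addition, then incubated 30-36 h at 37C. ONE-Glo luminescence was read; sodium butyrate at 4.5 mM final served as control.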
# JMJD2E inh: JMJD2E (human) inhibition | Potency, µM (top dose mostly 57.1 µM), for the others: top-dose activity change, negative = inhibition, hits mostly inhibitors | B2RXH2 | 230,000 tested, 1.6% active | JMJD2E catalytic domain, FDH-coupled NADH fluorescence (FDH is formaldehyde dehydrogenase); active = well fitted inhibition curve with a large enough effect, not every such curve was filed as active; inconclusive = small, poorly fitted or top-dose-only effect, or another doubt; inactive = no such curve, though single readings can be large or run the other way;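 note: 0% = wells with enzyme and -100% = buffer wells without enzyme; nearly all actives have a fitted effect of over 50% in size; many of its hits are not listed in these tables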
# Target sequence (B2RXH2 1-337 limits assumed): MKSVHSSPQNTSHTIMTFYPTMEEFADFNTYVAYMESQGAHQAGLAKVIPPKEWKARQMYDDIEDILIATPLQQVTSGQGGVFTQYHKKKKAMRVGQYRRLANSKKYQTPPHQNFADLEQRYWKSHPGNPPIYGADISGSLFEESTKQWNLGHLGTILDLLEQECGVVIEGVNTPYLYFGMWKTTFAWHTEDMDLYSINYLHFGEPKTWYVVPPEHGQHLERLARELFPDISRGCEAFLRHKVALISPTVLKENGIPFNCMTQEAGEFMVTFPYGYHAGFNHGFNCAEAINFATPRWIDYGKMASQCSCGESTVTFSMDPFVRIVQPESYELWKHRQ
# GAA inhib: inhibitors of human lysosomal alpha-glucosidase. purified human GAA, 4-MU-alpha-glucoside fluorescence. Potency, µM (top dose mostly 76.9 µM), for inactives: top-dose activity change, negative = inhibition, actives largely listed as inhibitors. 200,000 tested, 0.005% active. AID 1466;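 note: plate controls were uninhibited enzyme wells for no effect and no-enzyme background for full effect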
#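 Human alpha-glucosidase, 4 nM, pre-mixed with test compounds before 400 uM 4-methylumbelliferyl substrate; 20 min room temperature at pH 5.0. Fluorescence read after pH 10 stop; AC50 values from Hill-equation fits.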
# GAA spleen mod: inhibitors or activators of human alpha-glucosidase in spleen homogenate | 240,000 tested, 0.006% active | human spleen homogenate, 4-MU-alpha-glucoside fluorescence | P10253 | Potency, µM (highest dose often 79.9 µM), for inactives: at the highest dose activity change, negative = inhibition, hits mostly inhibitors;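 note: 0% = enzyme with vehicle and -100% = no enzyme basal signal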
#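 AC50 values come from Hill-equation fits of concentration-response data, normalized to no-enzyme and full-activity controls. Enzyme source: 1 ug human spleen homogenate; 1 mM fluorogenic 4-MU glucoside, pH 5.0 citrate buffer, 37 C, 40 min.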
# GLA spleen mod: alpha-galactosidase A (human) modulation; P06280; human spleen homogenate, 4MU-alpha-Gal fluorescence, 40 min; Potency, µM (top dose mostly 80 µM), for the others: at the highest dose activity change, negative = inhibition, usual class: inhibitors; 240,000 tested, 0.008% active; AID 2107;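 note: 0% = enzyme with vehicle and -100% = no enzyme basal signal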
#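 Fluorogenic readout (Ex 365/Em 440 nm) of 4-methylumbelliferone released from 1 mM 4-MU-alpha-galactoside by spleen homogenate, 40 min at 37C, pH 5.0. Data normalized to no-enzyme and enzyme controls; Hill-equation AC50 from compound titrations.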
# Active calls of the source: *; ? = inconclusive; . = no result given; & = joins results of further samples; [ ] = another dose, or the depositor's remark. Unless noted, calls come from the whole dose curve; as a rule, active = well fitted curve in the direction sought with a large enough effect; inconclusive = small, poorly fitted or top-dose-only effect, or another doubt; inactive = no such curve, though single readings can be large; an effect the other way counts as inactive or inconclusive. Potency is the fitted concentration of half-maximal effect.
# Below each SMILES – GAA glycogen mod	GoLoco inh red	ALDH1A1 inh	SMN2 splice enh	JMJD2E inh	GAA inhib	GAA spleen mod	GLA spleen mod
COC(=O)c1cc(NC(=O)C2COc3ccccc3O2)cc(C(=O)OC)c1 (stereo not given)
  -4%	-4%	-5%	-6%	-9%	-1%	-10%	-9%
CC(C)CCN1CCN(Cc2cccn2-c2ccccn2)CC1CCO (stereo not given)
  7%	3%	-1%	.	3%	.	3%	-3%
Cc1ccc(Nc2c([N+](=O)[O-])c(=O)oc3ccccc23)cc1C
  4%	20%	-14%	.	-17%	11%	2%	-1%
CCc1c(C(=O)Nc2ncn(Cc3cccc(C)c3)n2)csc1C
  1%	1%	-3%	-2%	-10%	5%	-20%	?
FC(F)(F)c1cnc2c(-c3ccc(Cl)cc3Cl)noc2c1
  0%	-5%	?	-11%	-4%	-2%	5%	0%
CN1CCN(S(=O)(=O)c2ccc(N3CCc4ccccc4C3)nc2)CC1
  22%	-10%	-6%	-50%[inhibitor]	-13%	2%	6%	10%
Cc1ccn(C(=O)c2cc3ccccc3oc2=O)n1
  -2%	0%	1%	-8%	-13%	1%	-2%	0%
COc1ccc(CCNC(=O)CSc2nc(N)cc(=O)[nH]2)cc1OC
  -5%	6%	0%	-21%	0%	3%	0%	3%
Cc1ccc(SCCNC(=S)Nc2cc(C)cc(C)c2)cc1
  -6%	9%	-14%	-28%	0%	-4%	-5%	-28%
CCC(=O)Nc1ccc(Cl)c(NC(=S)NC(=O)c2cc3ccccc3o2)c1
  7%	2%	?	23%	-1%	2%	4%	6%
COc1ccccc1NC(=O)CCSCCC(=O)Nc1ccccc1OC
  4%	23%	14µM*	-5%	3%	0%	-7%	1%
CC(=O)N(C(C)=O)c1c(N2CCCC2)c2ccccc2oc1=O
  -2%	-3%	-11%	.	-14%	?	0%	2%
CCNS(=O)(=O)c1ccc(NC(=S)NCC2CCCO2)cc1 (stereo not given)
  -8%	26%	?	8%	4%	12%	-3%	-9%
CCOC(=O)C1=C(CC)OC(N)=C(C#N)C1c1ccc(OC)c(C)c1OC (stereo not given)
  ?	33%[activator]	-10%	-15%	-1%	0%	-2%	0%
Oc1ccc(-c2nnc(-c3ccc(O)cc3)nn2)cc1
  6%	11%	-5%	14µM*	2%	-8%	2%	-5%
O=C(O)C(=O)Cc1c[nH]c2ccccc12
  2%	-1%	?	-45%[inhibitor]	?	-5%[15.4 µM]	0%	-16%
[O-]/C(=C(\C(=S)Nc1ccc(SC(F)F)cc1)[n+]1cccc(CO)c1)c1ccc(Cl)s1
  -7%	28%	?	8%	-9%	-3%	-2%	0%
O=C(Nc1nnc(CSCc2ccc(F)cc2)s1)c1cccc([N+](=O)[O-])c1
  -1%	.	2%	.	-1%	-3%	-1%	-4%
C/C(CC(=O)Nc1ccccn1)=N\NC(=O)C(=O)Nc1cccc(C)c1
  -25%	4%	8%	-1%	.	-3%	-3%	-1%
COc1ccc(/C=N/N=C2\SC(CC(=O)O)C(=O)N2c2ccccc2)c(OC)c1 (stereo not given)
  -9%	-10%	20µM*	-15%	-12%	-5%	-5%	-1%
CC(NC(=O)COC(=O)C1CSC2(C)CCC(=O)N12)C12CC3CC(CC(C3)C1)C2 (stereo not given)
  -1%	5%	4.5µM*	56%	5%	1%	5%	0%
O=C1N=C(N2CCOCC2)S/C1=C/c1ccc(-c2ccccc2Cl)o1
  2%	2%	-10%	-46%[inhibitor]	1%	-14%	-18%	5%
CC(C)(C)c1ccc(OCc2cnc(Cl)s2)cc1
  -3%	7%	-1%	3%	4%	3%	-13%	-3%
C=CCOc1ccccc1CNc1ccc2[nH]c(=O)[nH]c2c1
  ?	10%	2%	.	?	-3%	-1%	-9%
COc1ccc(OC2C(=O)N(c3ccc(F)cc3)C2c2ccc(OC)c(OC)c2)cc1 (stereo not given)
  -5%	2%	6%	-24%	0%	-2%	-6%	5%
CC(C)CC(NC(N)=O)C(=O)NCCc1ccc(Cl)cc1Cl (stereo not given)
  2%	-7%	3%	15%	-22%	-6%	2%	-9%
COc1ccc(S(=O)(=O)Cc2ccc(C(=O)NCc3cccnc3)o2)cc1
  11%	-19%	?	-16%	-6%	-8%	2%	-5%
C/C(N)=C(/C#N)C(=O)COc1ccc(Cl)cc1Cl
  4%	11%	7%	26%	7%	2%	6%	0%
Fc1cccc(CSc2ccc(-c3ccc4c(c3)OCO4)nn2)c1
  11%	7%	4%	?	1%	4%	-6%	-3%
COC(=O)c1cc2occc2n1Cc1nc(-c2ccccc2C)oc1C
  14%[76.3 µM]	14%	-7%	1%&-10%	4%	6%	0%	-5%
Cc1cccc(CN2CCN(CCCc3ccccc3)CC2)c1
  -8%	-26%	?	.	?	-9%	-4%	-17%
O=C(O)/C(=C\c1ccccc1)c1ccccc1
  -2%	-16%[14.2 µM]	11%[13.5 µM]	-3%[9.22 µM]	9%	.	1%	-4%
CC(=O)N1CCC[C@@]2(CCN(C(=O)Nc3cccc(C#N)c3)C2)C1
  .	1%	16%	-11%	.	.	-5%	-4%
Cc1ccccc1C(=O)Nc1ccc(S(=O)(=O)N2CCN(C)CC2)cc1
  -4%	-7%	11%	-4%	3%	1%	-4%	-5%
O=C(NC1(C(F)(F)F)C(=O)Nc2c1c(=O)[nH]c(=O)n2Cc1ccccc1)c1ccco1 (stereo not given)
  -3%	494%[activator]	1%	5%	-2%	-2%	-8%	-6%
Cc1cc(NC(=O)CSc2nc(C(C)C)nc3c2c(=O)n(C)c(=O)n3C)no1
  -8%	-1%	8%	-14%	3%	11%	-5%	0%
Nc1nc2n(n1)C(c1ccc(Cl)cc1)CC(c1ccc(F)cc1)N2 (stereo not given)
  -4%	12%	2%	7%	3%	-1%	-3%	-4%
CN(CC(=O)NC1CCCc2ccccc21)C1CCCCC1 (stereo not given)
  -3%	-2%	?	4%	6%	-11%	-4%	-5%
Cc1ccc2cc(C(c3nnnn3C3CCCC3)N(Cc3cccnc3)Cc3ccco3)c(=O)[nH]c2c1 (stereo not given)
  28%	7%	?	5%	?	-3%	-7%	-4%
CCOC(=O)C1=C(C)NC(=O)CC1c1cc2c(cc1Br)OCO2 (stereo not given)
  4%	3%	-3%	29%	-2%	2%	1%	-1%
Cn1c(SCC(=O)c2ccc(F)cc2)nc2cccnc21
  -3%	2%	-5%	-20%	4%	0%	-6%	1%
CCCC(C)C(=O)Nc1ccc(Cl)cc1Cl (stereo not given)
  20%	8%	12%	5%	-2%	0%	1%	4%
CC(N)C(O)c1cccc(O)c1 (stereo not given)
  .	4%	4%	2%	?	.	-9%	-5%
CCOC(=O)c1ccc(NC(=O)CCc2ccc(C)o2)cc1
  2%	-7%	?	-28%	-4%	-13%	-5%	5%
COC(=O)C1CSC(C(=O)OC)N1C(=O)CN1CCN(c2ccc(OC)cc2)CC1 (stereo not given)
  -19%	6%	-11%	0%	-8%	-1%	.	-1%
CCn1c(/C=N/n2cnnc2)nc2ccccc21
  -4%	-2%	?	-22%	?	4%[15.4 µM]	2%	10%
Clc1cccc(-c2cc3nc4c(c(NCc5ccco5)n3n2)CCCC4)c1
  -2%	12%	?	?	?	?	-3%	-4%
O=C(CSc1ncccn1)c1ccccc1Br
  -8%	13%	?	13µM*	5%	3%	-1%	-7%
O=C1CSC(c2cccnc2)N1Cc1ccc(Cl)cc1Cl (stereo not given)
  -4%	6%	4%	.	5%	8%	-4%	-3%
CCOC(=O)c1c(C)c(C)n(Cc2cccc(OC)c2OC)c1C
  -14%	20%	11%	-90%[inhibitor]	1%	-6%	3%	2%
COc1ccc(Cl)cc1C(=O)Nc1ccc(S(=O)(=O)N2CCCC2)cc1
  -3%	-5%	?	-8%	?	-14%	4%	5%
COc1ccccc1NS(=O)(=O)c1cc(NC(=O)CCC2CCCC2)ccc1N1CCOCC1
  2%	78%[activator]	16µM*	-3%	-2%	-3%	4%	2%
COc1ccc(-n2ncc3c(N4CCN(c5cc(C)ccc5C)CC4)ncnc32)cc1
  -15%	-2%	4%	-19%	?	-4%	-5%	3%
COc1ccccc1NC(=S)NNC(=S)Nc1ccc(OC(F)F)cc1
  ?	14%	7.1µM*	7%	-1%	1%	-2%	3%
O=c1cc(-c2ccccc2)nc2cc(-c3ccco3)[nH]n12
  3%	11%	?	.	?	-12%	-8%	1%
O=C(CCN1CCc2ccccc2C1)Nc1ccccc1
  -13%	1%	-15%	-10%	?	-2%	0%	2%
Cc1sc2ncn(CC(=O)NCC3COc4ccccc4O3)c(=O)c2c1S(=O)(=O)N1CCOCC1 (stereo not given)
  4%	-16%	3%	-34%[inhibitor]	4%	-5%	10%	6%
COC(=O)[C@@H]1C[C@H]1[C@@H](NC(=O)c1ccccc1)c1ccccc1
  9%	-1%&2%	?	-16%&-9%	-2%&6%	-8%	-3%&4%	10%&-6%
O=S(=O)(c1ccccc1)N1CCCC1c1nc2ccccc2s1 (stereo not given)
  -3%	-2%	13%	-32%[inhibitor]	2%	0%	-4%	-17%
Cc1ccc(C(=O)C2CCN(S(=O)(=O)c3c(C)noc3C)CC2)cc1
  2%	0%	5%	.	4%	-3%	-1%	1%
CC(C)n1cc(C(=O)c2ccccc2O)cc(C#N)c1=O
  0%	3%	-11%	-23%	-1%	1%	-1%	2%
O=C(COC(=O)Cc1ccccc1[N+](=O)[O-])NCc1ccc(F)cc1
  9%	-13%	-8%	0%	-3%	-3%	-5%	-7%

# 2 consecutive compounds already listed:
# Below each SMILES – GAA glycogen mod	GoLoco inh red	ALDH1A1 inh	SMN2 splice enh	JMJD2E inh	GAA inhib	GAA spleen mod	GLA spleen mod
O=C(O)C(=O)Cc1c[nH]c2ccccc12
  2%	-1%	?	-45%[inhibitor]	?	-5%[15.4 µM]	0%	-16%
[O-]/C(=C(\C(=S)Nc1ccc(SC(F)F)cc1)[n+]1cccc(CO)c1)c1ccc(Cl)s1
  -7%	28%	?	8%	-9%	-3%	-2%	0%

# This is a subset (hit frequency here may not be typical).
